GAA850 FXN act – increases GAA850 frataxin promoter reporter activity; AID 540364; hit rate 0.56% among 360,000; activation, % at 6 µM; HEK293 lucGAA850 FXN promoter luciferase reporter, 24 h; percent of 10 µM SAHA response;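 active = activation above the average of all compounds screened plus 3 SD, cutoff fixed separately per campaign, cut at about 7.5% in these data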;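 also: 0% = DMSO wells and 100% = 10 µM SAHA wells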
hgDAF-12 ag – hgDAF-12 agonism, primary luciferase screen; hit rate 1.8% among 370,000; activation, % at 6.8 µM; HEK293 GAL4-hgDAF12 UAS-luciferase reporter, agonist luminescence; normalized to butyrate control;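 active = activation above a cutoff set at the mean of all screened compounds plus 3 SD, cut at about 10% in these data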;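 also: 0% = DMSO wells and 100% = sodium butyrate wells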
HGIII-sPLA2 inh – Blocks human group III sPLA2 activity. Q9NZ20. QFRET BODIPY PC-A2 liposome hydrolysis, fluorescence. inhibition, % at 12.2 µM. hit rate 0.56% among 370,000;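 active = inhibition above mean plus 3 SD of compounds lying within the high and low control bounds, cut at about 19% in these data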;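 also: 0% = median of test compound wells and 100% = no enzyme DMSO wells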
hcDAF-12 act – activators of H. contortus DAF-12 nuclear receptor; HEK293 hcDAF-12 lit1-tk-luc reporter, luminescence; 0% DMSO, 100% Δ7-dafachronic acid; activation, % at 6.8 µM; hit rate 1.4% among 370,000; AID 652067;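 active = activation above the mean of all tested compounds plus 3 SD, cut at about 5.5% in these data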;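 also: 100% = response to 3 µM Δ7-dafachronic acid high control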
DAX1 inh-1 – DAX1 (NR0B1) inhibition, primary screen | HEK293T StAR-luciferase reporter, SF-1/DAX-1 repression relief | inhibition, % at 6.8 µM | hit rate 1.1% among 370,000 | AID 652010;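 active = inhibition above the mean over all tested compounds plus 3 SD, cut at about 3.6% in these data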;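 also: 0% = DAX-1 cells with DMSO and 100% = cells lacking DAX-1 with DMSO; higher inhibition means more luminescence from relief of DAX-1 repression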
PLCb3 inh – blocks human PLC-beta3 enzyme activity | Q01970 | Purified PLC-beta3, fluorogenic substrate, fluorescence | inhibition, % at 12.2 µM | hit rate 0.18% among 370,000; in the data active = inhibition above about 11%;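 also: 0% = median of compound wells on plate and 100% = full blocker control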
Rev-erbA mod – modulators of human Rev-erb alpha DNA binding; P20393; Rev-erbα–FITC-DNA binding, fluorescence polarization, 90 min; activity, % at 10 µM; hit rate 0.79% among 370,000; AID 1259318;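 active = activity above about 14%, limit read from the data; passing the limit was not always enough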;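 also: 0% = DMSO wells with 35 nM protein and 100% = DMSO wells with 750 nM protein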
Target sequence (P20393 whole entry, looked up): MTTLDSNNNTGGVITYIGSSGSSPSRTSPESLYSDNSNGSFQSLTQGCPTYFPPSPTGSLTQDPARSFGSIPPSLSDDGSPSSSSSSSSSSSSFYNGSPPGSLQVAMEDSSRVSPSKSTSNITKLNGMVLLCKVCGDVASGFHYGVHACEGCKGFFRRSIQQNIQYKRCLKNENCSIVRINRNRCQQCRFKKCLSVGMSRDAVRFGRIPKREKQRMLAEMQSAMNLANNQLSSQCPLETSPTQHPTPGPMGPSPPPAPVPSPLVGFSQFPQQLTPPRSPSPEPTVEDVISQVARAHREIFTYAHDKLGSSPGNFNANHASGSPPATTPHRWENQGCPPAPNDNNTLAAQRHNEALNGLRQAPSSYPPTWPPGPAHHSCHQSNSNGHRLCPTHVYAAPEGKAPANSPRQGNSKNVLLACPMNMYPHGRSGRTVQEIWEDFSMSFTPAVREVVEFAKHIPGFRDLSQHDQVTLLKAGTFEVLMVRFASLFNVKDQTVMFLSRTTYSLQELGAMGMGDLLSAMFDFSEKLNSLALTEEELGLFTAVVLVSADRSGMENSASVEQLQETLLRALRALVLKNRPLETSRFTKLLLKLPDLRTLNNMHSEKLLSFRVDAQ
ssDAF-12 act – activates DAF-12 receptor from parasite S. stercoralis; HEK293 ssDAF-12/GRIP1 lit1-tk-luc reporter, luminescence; % of 3 µM dafachronic acid response; activation, % at 6.8 µM; hit rate 1% among 370,000; AID 652126;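 active = activation above the mean over all tested compounds plus 3 SD, cut at about 0.9% in these data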;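 also: 0% = DMSO-only wells and 100% = 3 µM delta7-dafachronic acid wells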
SMARCA2 act – increases SMARCA2 function in MMTV reporter cells; hit rate 1% among 370,000; MG213 cells, MMTV-luciferase reporter, dexamethasone, overnight; activation, % at 9.1 µM; in the data active = activation above about 7.8%;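 also: 0% = vehicle wells and 100% = reference activator wells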
DAX1 inh-2 – inhibitors of human orphan nuclear receptor DAX1 (NR0B1) | inhibition, % at 6.75 µM | hit rate 0.99% among 340,000 | HEK293 Gal4-DAX1 luciferase reporter, luminescence | AID 504766 | P51843;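 active = inhibition above the mean over all tested compounds plus 3 SD, cut at about 4.2% in these data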;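 also: 0% = DAX1-transfected cells with DMSO and 100% = empty-vector control cells with DMSO; inhibition shows as a rise in luminescence from relieved DAX1 repression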
Target sequence (P51843 207-470 limits assumed): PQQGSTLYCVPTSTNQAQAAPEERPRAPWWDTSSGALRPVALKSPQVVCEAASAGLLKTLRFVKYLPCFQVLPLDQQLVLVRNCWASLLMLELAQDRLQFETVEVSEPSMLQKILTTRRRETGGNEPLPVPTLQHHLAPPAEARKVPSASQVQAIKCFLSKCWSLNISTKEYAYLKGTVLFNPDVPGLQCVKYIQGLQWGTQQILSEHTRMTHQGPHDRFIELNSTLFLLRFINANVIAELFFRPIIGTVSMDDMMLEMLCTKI
PG9 Ab binder – binds the HIV-1 gp120 antibody PG9. hit rate 0.43% among 360,000. AID 624416. inhibition, % at 6.7 µM. TR-FRET gp120-PG9 antibody binding; in the data active = inhibition above about 8.5%
Starred values were filed as active, the others as inactive; i = inactive; / = not tested or not shown. An unsorted share of the library (roughly 7% active in at least one column).

SMILES | GAA850 FXN act | hgDAF-12 ag | HGIII-sPLA2 inh | hcDAF-12 act | DAX1 inh-1 | PLCb3 inh | Rev-erbA mod | ssDAF-12 act | SMARCA2 act | DAX1 inh-2 | PG9 Ab binder
Cc1ccc(-c2nnn(CC(=O)N(Cc3cccs3)C(C(=O)NC3CCCC3)c3ccncc3)n2)cc1 (stereo not given) | -5.0 | -1.2 | -15 | -2.5 | -1.1 | -6 | 2 | -2.1 | -4 | -2.3 | 0.1
Cc1cccc(NC(=O)c2sc(Cl)nc2-c2ccccc2)c1 | 1.8 | 0.9 | 3 | -1.7 | -0.1 | -4 | 5 | -1.3 | 0 | 1.9 | -0.9
CCOc1ccc(OCC)c(NC(=O)CSc2nnc(-c3cccnc3)o2)c1 | -1.5 | -1.2 | 6 | -0.1 | -0.6 | -3 | -3 | -1.0 | -4 | 0.6 | 0.6
Cc1ccc(C(=O)N2CC3(C)CN(C(=O)c4ccc(C)cc4)CC(C)(C2)C3=O)cc1 | -2.9 | -0.9 | 6 | -0.8 | 0.3 | -1 | 0 | -1.4 | -1 | 0.3 | 1.5
O=C(CCN1C(=O)/C(=C\c2ccccc2)SC1=S)N1CCOCC1 | -0.3 | -2.1 | 1 | -1.8 | -0.2 | -2 | -2 | -1.1 | 0 | 3.1 | 1.9
O=NC1=C(c2c(O)[nH]c3ccccc23)CCCC1 | 0.0 | 1.0 | 12 | -1.0 | -0.4 | -4 | -3 | -1.5 | -5 | 4.0 | 0.8
C[C@H]1CN([C@@H](C)CO)S(=O)(=O)c2ccc(Br)cc2O[C@@H]1CN(C)Cc1cccc(F)c1 | -1.6 | 1.2 | -14 | 1.9 | 0.6 | 2 | 1 | -0.8 | 0 | 0.5 | -1.1
Cc1ccc(CN(C(=O)Cc2cccs2)C(C(=O)NC2CCCC2)c2ccncc2)cc1 (stereo not given) | 1.1 | -1.5 | -6 | -1.4 | -0.3 | -10 | 1 | -2.1 | 0 | -0.2 | -1.5
Cc1cc(/C=C(/C#N)c2cccc(Cl)c2)c(C)n1C | -0.9 | 1.6 | 18 | -1.3 | -1.2 | -1 | 2 | -1.7 | -2 | 0.1 | -0.6
Cc1ccc(NC(=O)Cn2c(=O)c3cccn3c3ccccc32)c(Cl)c1 | 2.6 | 1.7 | -4 | -1.8 | -0.1 | -8 | 8 | -1.4 | 2 | 1.6 | 4.2
O=C(NCC1CCCO1)c1cc([N+](=O)[O-])ccc1N1CCC(Cc2ccccc2)CC1 (stereo not given) | -3.6 | -0.8 | -8 | -0.6 | -2.5 | -7 | 6 | -0.8 | 2 | -0.5 | -2.5
CCc1ccc(OCC(=O)OCC(=O)c2ccc3c(c2)NC(=O)CO3)cc1 | -0.2 | 1.1 | -6 | 5.3 | 0.4 | 1 | 16 | -1.4 | 1 | 0.5 | 15*
Cc1cc(C(=O)CN2C(=O)NC(CCS(C)(=O)=O)C2=O)c(C)n1C1CC1 (stereo not given) | 0.9 | -1.7 | -3 | -0.9 | -0.6 | -4 | -3 | -1.6 | 2 | -0.3 | -1.0
COc1ccc(C(=O)C2CCN(CC(=O)Nc3ccc(C)cc3)CC2)cc1 | 2.5 | -1.1 | -11 | -0.9 | 0.0 | -5 | -3 | -1.6 | -2 | -2.6 | -1.5
O=C(c1ccccc1NS(=O)(=O)c1ccc(F)cc1)N1CCc2ccccc21 | 0.6 | -1.4 | -11 | -0.9 | 0.7 | 3 | -3 | -0.1 | -2 | 0.7 | -0.4
O=C(Nc1ccc(OC(F)F)cc1)c1ccccn1 | 0.6 | 4.7 | -4 | 0.3 | -0.4 | 4 | 7 | -1.0 | 3 | 0.1 | -1.7
COc1cccc(C2CC(c3cccs3)=NN2C(=O)CSC2=NCCS2)c1OC (stereo not given) | -3.0 | -1.1 | 9 | -1.2 | 0.6 | -8 | 1 | -1.0 | -3 | 0.4 | -1.7
COc1ccc(NC(=S)Nc2ccc3c(c2)c(=O)n(C)n3-c2ccccc2)cc1 | 2.7 | -0.5 | 2 | -2.8 | -1.4 | i | -10 | -1.4 | 4 | / | -0.3
CC(NC(=O)COC(=O)COc1ccc(C(=O)c2ccccc2)cc1)c1ccccc1 (stereo not given) | -2.1 | -2.2 | -1 | -0.5 | -0.7 | -8 | 0 | -0.9 | -3 | 0.2 | -3.3
CCOc1ccc(OCCSc2nc3ccccc3o2)cc1 | -1.6 | 3.1 | 6 | -1.7 | 0.2 | -1 | 2 | -1.1 | 1 | 0.0 | -0.5
CCOc1ccc(/C=N/OCC(=O)Nc2ccc3c(c2)OCO3)cc1 | 1.6 | 2.0 | -4 | 0.2 | 0.0 | -10 | 12 | -1.7 | -3 | -0.5 | 0.3
COc1ccc(-c2noc(-c3ccccc3-c3ccccc3)n2)cc1 | 0.5 | 0.7 | -10 | -0.1 | -0.2 | -2 | -1 | -1.4 | -2 | -1.1 | 2.9
O=C(CNC(=O)c1ccccc1F)NC1CCN(Cc2ccccc2)CC1 | 2.8 | 0.1 | 4 | 0.7 | 0.1 | -5 | -2 | -0.9 | 1 | 0.0 | -0.4
C=CCOc1c(Cl)cc(CNCCCN2CCOCC2)cc1OC | 1.4 | -1.1 | 0 | 0.6 | 0.0 | 0 | -5 | -1.4 | 4 | 1.0 | -1.9
CN(c1ccccc1)S(=O)(=O)c1ccc(NC(=O)c2ccco2)cc1 | 1.4 | -3.4 | -8 | -0.8 | -0.1 | 1 | 3 | -1.9 | 1 | -0.2 | 3.3
O=C(Nc1ccccc1C(=O)O)c1ncn[nH]1 | 1.4 | 0.3 | 5 | -1.8 | 0.5 | 1 | 3 | -1.1 | -1 | 0.7 | 0.7
O=C(NCCN1CCC(n2c(=O)[nH]c3ccccc32)CC1)N1c2ccccc2Sc2ccccc21 | / | -2.4 | -16 | -1.1 | -0.9 | -2 | 10 | -1.7 | -4 | / | -0.1
COC(=O)C1=C(O)CSC1=Nc1cccc(C(F)(F)F)c1 | -0.1 | -0.3 | -16 | -0.9 | -0.6 | -1 | -5 | -0.9 | 0 | 1.9 | -1.6
CC1(O)C(=O)c2ccccc2N(c2ccccc2)C1=O (stereo not given) | 4.2 | -1.5 | 3 | -0.7 | -0.5 | -57 | -1 | -1.3 | -1 | 1.9 | -0.2
Cc1sc2ncnc(N3CCC(C(=O)Nc4nc5ccc(Cl)cc5s4)CC3)c2c1C | 7.3 | 13* | -6 | 1.5 | 4.3* | -7 | 42* | 0.8 | 5 | 2.4 | 0.0
COc1ccc(Oc2cc(C(F)(F)F)cnc2C(N)=O)cc1 | 2.2 | -0.2 | -1 | -0.1 | 2.1 | 4 | 0 | -1.1 | 0 | 0.0 | -0.2
CC(=O)c1cccc(-c2ccnc3c2CC(C(=O)NCc2ccco2)O3)c1 (stereo not given) | 0.3 | -1.6 | -3 | 3.4 | -1.1 | 4 | 4 | -0.8 | -3 | / | 0.4
O=C(CCCn1cncn1)N1CCCC(N2CCN(c3ccccc3F)CC2)C1 (stereo not given) | -0.8 | -0.6 | 5 | 0.3 | 0.2 | -5 | 0 | -1.2 | -1 | -0.4 | -1.7
O=Cc1c(Cl)[nH]c(=O)n1-c1ccccc1 | -0.3 | 1.0 | 2 | -2.0 | 0.4 | 3 | 3 | -0.6 | 0 | / | 0.5
O=C(C1CCN(S(=O)(=O)c2cnc[nH]2)CC1)N1CCN(c2ccc([N+](=O)[O-])cc2)CC1 | 0.1 | 0.7 | -8 | 2.6 | 1.7 | 0 | 5 | -1.2 | -1 | 0.5 | -1.1
O=[N+]([O-])c1cccc(COc2ccccc2CO)c1 | / | 2.5 | -1 | 2.6 | 0.9 | -2 | 0 | -0.6 | 2 | / | -0.4
O=C(NCCCN1CCOCC1)C(=O)NCc1ccc(Cl)cc1 | 3.0 | -2.7 | 5 | -0.5 | 1.7 | -1 | 2 | 0.2 | -2 | 0.9 | 0.8
CC(C)c1ccc([C@@H]2O[C@H](CCc3ccccc3)CC3=C2C(=O)OC(C)(C)O3)cc1 | / | -1.2 | -5 | 0.0 | -2.3 | 2 | 5 | -1.6 | -2 | / | -1.1
COc1cc(-c2c(C(=O)c3ccccc3)[nH]c(N)c2C(N)=O)ccc1F | / | 4.8 | 10 | -1.0 | 0.0 | -2 | 0 | -1.1 | 4 | / | 0.6
CCc1cccc(C)c1NC(=S)N(Cc1cccnc1)Cc1ccco1 | 2.4 | -1.7 | 2 | -1.2 | -0.4 | 1 | -6 | -1.8 | 0 | 0.7 | -1.7
C[C@H](CO)N1C[C@H](C)[C@@H](CN(C)C(=O)c2ccccc2)Oc2cc(C#C[C@@H](C)O)ccc2S1(=O)=O | -2.5 | -1.3 | 8 | -0.3 | 1.6 | -2 | -2 | -1.1 | -5 | 0.2 | 0.8
CCOc1ccc(-c2cc(C(=O)NCCCn3ccnc3)c3ccccc3n2)cc1 | 2.6 | 1.0 | -23 | 1.1 | 0.2 | i | 0 | -1.0 | 0 | 0.8 | 1.1
O=C(c1ccc(Cl)cc1)c1ccc(OCC(O)CN2CCCCC2)cc1 (stereo not given) | 0.5 | -0.7 | -10 | -1.7 | 0.1 | 0 | 1 | -1.1 | -4 | -1.2 | 0.5
N/C(=N\OC(=O)COc1ccc(Cl)cc1Cl)c1cccnc1 | 6.3 | 10 | 1 | -1.8 | -0.7 | 4 | 2 | -1.6 | 3 | 0.4 | -1.1
CCn1c(CNC(=O)c2cc(OC)c(OC)c(OC)c2)cc2cc(C)ccc21 | -2.2 | -5.2 | -28 | -4.4 | -1.2 | -3 | 6 | -2.0 | -4 | -1.8 | -2.6
COc1ccccc1CN(C)C(=O)c1cc(S(=O)(=O)N2CCCCCC2)ccc1OC | -1.6 | -1.2 | 7 | -2.1 | -1.8 | 0 | 1 | -1.7 | -2 | -0.9 | 1.0
C[C@@H]1CCCCO[C@H](CN(C)C(=O)c2ccccc2)[C@@H](C)CN([C@H](C)CO)C(=O)c2cc(NC(=O)NC3CCCCC3)ccc2O1 | -1.2 | -1.1 | -6 | 0.1 | 0.3 | 1 | 3 | -1.0 | 2 | -0.7 | 0.6
Cc1ccc(CNC(=O)CCS(=O)(=O)c2ccc3c(c2)CC(C)N3C(=O)C2CC2)cc1 (stereo not given) | -3.6 | 1.7 | 7 | 1.3 | -0.7 | -4 | -2 | -0.5 | -2 | 0.2 | 0.6
CC12CCC(=O)C=C1C(F)CC1C2C(O)CC2(C)C1CCC2(O)C(=O)CO (stereo not given) | 4.8 | -3.5 | 4 | 1.0 | 1.6 | 4 | 6 | -1.0 | -1 | 2.5 | 0.2
CCOc1ccc(C(=O)NN2C(=O)C3C4C=CC(O4)C3C2=O)cc1 (stereo not given) | 0.5 | 2.5 | 2 | -0.1 | -0.4 | 3 | 11 | -0.6 | 3 | 0.3 | 0.1

Compound activity deposited in PubChem by several laboratories.
